FadD28 FP inh – M. tuberculosis FadD28 bisubstrate binding inhibition | FadD28 bisubstrate probe binding, fluorescence polarization | inhibition, % at 12.5 µM | 360,000 tested, 0.22% active; in the data active = inhibition above about 8.5%, passing the limit was not always enough; inconclusive = no clear call, values can overlap the other calls
BoNT-F LC inh – BoNT F light chain protease inhibition. Multiplex microsphere protease cleavage assay, flow cytometry. AID 588497. inhibition, % at 10 µM. 360,000 tested, 0.22% active; in the data active = inhibition above about 35%, passing the limit was not always enough; inconclusive = no clear call, values can overlap the other calls; also: plate controls were buffer without enzyme for full effect and enzyme alone for no effect
Anthrax LF inh2 – blocks Bacillus anthracis lethal factor protease | P15917 | multiplex microsphere protease cleavage assay, LF | inhibition, % at 10 µM | 360,000 tested, 0.12% active; also: plate controls were buffer without enzyme for full effect and enzyme alone for no effect
TcdB GH inh – blocks C. difficile toxin B glycohydrolase activity; P18177; TcdB glycohydrolase enzymatic assay, plate reader; inhibition, % at 9.99 µM; 350,000 tested, 0.24% active; in the data active = inhibition above about 10%
Target sequence (P18177 whole entry, looked up): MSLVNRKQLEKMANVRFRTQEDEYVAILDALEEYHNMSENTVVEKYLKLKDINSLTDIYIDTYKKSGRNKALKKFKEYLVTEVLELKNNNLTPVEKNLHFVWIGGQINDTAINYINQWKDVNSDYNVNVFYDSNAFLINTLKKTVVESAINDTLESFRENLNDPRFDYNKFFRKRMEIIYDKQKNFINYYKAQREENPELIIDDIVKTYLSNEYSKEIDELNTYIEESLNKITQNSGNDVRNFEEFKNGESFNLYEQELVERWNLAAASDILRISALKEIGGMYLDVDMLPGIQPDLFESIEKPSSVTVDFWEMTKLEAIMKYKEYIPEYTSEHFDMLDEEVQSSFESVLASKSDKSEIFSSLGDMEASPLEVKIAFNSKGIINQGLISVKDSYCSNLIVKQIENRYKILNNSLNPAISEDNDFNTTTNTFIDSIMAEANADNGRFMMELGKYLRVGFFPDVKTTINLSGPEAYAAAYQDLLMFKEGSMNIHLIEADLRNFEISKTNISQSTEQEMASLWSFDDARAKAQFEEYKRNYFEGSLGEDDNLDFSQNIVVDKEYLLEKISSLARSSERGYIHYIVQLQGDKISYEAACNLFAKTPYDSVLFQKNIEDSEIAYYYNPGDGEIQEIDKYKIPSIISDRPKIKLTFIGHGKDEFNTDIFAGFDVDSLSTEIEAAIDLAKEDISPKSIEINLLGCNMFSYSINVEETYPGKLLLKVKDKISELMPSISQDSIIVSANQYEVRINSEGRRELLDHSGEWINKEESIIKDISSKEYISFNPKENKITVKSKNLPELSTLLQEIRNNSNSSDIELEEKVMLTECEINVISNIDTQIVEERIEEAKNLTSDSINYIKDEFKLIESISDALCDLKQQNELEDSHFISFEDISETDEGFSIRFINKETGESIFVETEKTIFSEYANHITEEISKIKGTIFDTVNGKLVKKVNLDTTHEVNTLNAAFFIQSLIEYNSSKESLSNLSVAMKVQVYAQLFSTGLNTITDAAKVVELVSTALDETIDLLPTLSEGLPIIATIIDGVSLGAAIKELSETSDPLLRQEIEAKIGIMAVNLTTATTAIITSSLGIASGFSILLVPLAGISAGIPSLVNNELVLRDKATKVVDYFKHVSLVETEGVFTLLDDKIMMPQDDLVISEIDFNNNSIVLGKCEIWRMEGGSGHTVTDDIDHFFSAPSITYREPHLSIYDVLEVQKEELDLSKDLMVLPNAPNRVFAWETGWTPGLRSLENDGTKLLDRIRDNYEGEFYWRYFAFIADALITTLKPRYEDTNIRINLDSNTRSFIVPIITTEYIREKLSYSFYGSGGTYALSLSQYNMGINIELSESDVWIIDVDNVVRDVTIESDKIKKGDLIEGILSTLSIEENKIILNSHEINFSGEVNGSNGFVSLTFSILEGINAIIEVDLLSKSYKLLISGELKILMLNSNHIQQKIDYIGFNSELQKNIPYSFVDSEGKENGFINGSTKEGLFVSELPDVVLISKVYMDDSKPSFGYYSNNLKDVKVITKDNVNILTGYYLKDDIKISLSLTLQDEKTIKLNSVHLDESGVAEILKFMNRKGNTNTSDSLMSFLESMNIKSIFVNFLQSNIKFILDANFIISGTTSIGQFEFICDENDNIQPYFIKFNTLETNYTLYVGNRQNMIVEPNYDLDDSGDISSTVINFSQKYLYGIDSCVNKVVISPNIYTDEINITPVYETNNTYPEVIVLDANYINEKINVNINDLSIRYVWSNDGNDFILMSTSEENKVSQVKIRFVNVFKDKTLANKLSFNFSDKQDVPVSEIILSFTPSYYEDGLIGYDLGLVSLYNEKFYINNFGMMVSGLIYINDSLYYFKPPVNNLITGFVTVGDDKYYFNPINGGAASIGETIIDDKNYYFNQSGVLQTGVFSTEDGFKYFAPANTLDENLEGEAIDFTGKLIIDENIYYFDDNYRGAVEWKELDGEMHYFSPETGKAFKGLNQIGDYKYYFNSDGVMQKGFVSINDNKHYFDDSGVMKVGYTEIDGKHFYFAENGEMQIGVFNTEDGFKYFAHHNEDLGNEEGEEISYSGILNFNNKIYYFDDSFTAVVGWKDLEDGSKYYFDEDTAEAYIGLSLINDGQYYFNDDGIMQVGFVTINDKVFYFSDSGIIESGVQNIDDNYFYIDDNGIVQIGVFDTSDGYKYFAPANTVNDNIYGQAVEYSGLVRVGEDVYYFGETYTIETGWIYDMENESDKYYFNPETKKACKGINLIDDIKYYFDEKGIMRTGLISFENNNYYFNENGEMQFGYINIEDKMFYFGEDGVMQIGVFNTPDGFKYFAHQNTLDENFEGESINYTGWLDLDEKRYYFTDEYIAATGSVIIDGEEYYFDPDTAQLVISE
PfHsp40 yeast – restores yeast growth despite PfHsp40 toxicity; S. cerevisiae expressing PfHsp40, growth rescue, ATP luminescence; growth rescue, % at 12.5 µM; 340,000 tested, 0.68% active; AID 504582; in the data active = growth rescue above about 28%, passing the limit was not always enough; inconclusive = no clear call, values can overlap the other calls;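 also: yeast W303a lacking pdr1 and pdr3 grown in galactose medium; growth measured after three days at 30 °C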
PrPC surface inh – inhibitors of human cell surface prion protein PrPC; inhibition, % at 13.8 µM; TR-FRET read-out; 370,000 tested, 0.43% active; in the data active = inhibition above about 24%; also: 0% = median of the test wells and 100% = reference compound wells
CCHF vOTU inh – blocks the CCHF virus ovarian tumor domain protease; 370,000 tested, 0.55% active; CCHFV vOTU protease, Pep-AMC fluorescence; inhibition, % at 11.5 µM; AID 651958; in the data active = inhibition above about 30%; also: 0% = vehicle wells with enzyme and 100% = no enzyme wells
Yp Topo-I inh – Y. pestis Topo-I inhibition via cleavage products. Y. pestis Topo-I cleavage product accumulation, plate reader. activity, % at 10 µM. 360,000 tested, 0.064% active. AID 504884; in the data active = activity above about 50%, passing the limit was not always enough; inconclusive = no clear call, values can overlap the other calls; also: inactives centre near 2
BoNT A protease – inhibitors of Botulinum neurotoxin A light chain protease | multiplex microsphere protease substrate cleavage, flow cytometry | inhibition, % at 10 µM | 360,000 tested, 0.17% active | AID 588499; also: plate controls were buffer without enzyme for full effect and enzyme alone for no effect
The depositor's hits bear a star; ? = inconclusive; · = not tested or not shown; & = joins results of further samples. Rule as the data show it, unless noted: active = inhibition above about 30%; inconclusive = no clear call, values can overlap the other calls; inactive = below that.

SMILES	FadD28 FP inh	BoNT-F LC inh	Anthrax LF inh2	TcdB GH inh	PfHsp40 yeast	PrPC surface inh	CCHF vOTU inh	Yp Topo-I inh	BoNT A protease
O=S1(=O)CC(N2CCSCC2)CN1Cc1cn(Cc2ccc(Cl)cc2)nn1 (stereo not given)	·	-7	-6	1.3	·	-9	23	·	-0.9
Cc1cccc(-n2c(SCC(=O)N3CCN(c4ccccn4)CC3)nnc2N2CCOCC2)c1	0.5	·	·	-0.1	2.6	-3	10	9	·
CCC(=O)Nc1ccc(NC(=O)c2cccc3ccccc23)cc1	-3.6	?	-1	0.2	-0.5	-2	-2	1	-1.7
COc1ccc(CN2CCN(Cc3ccc(Br)cc3)CC2)c(OC)c1OC	-4.7	1	0	0.4	0.5	-3	6	4	-0.5
Cc1ccc(S(=O)(=O)CCC(=O)NCCN2C(=O)S/C(=C/c3ccc(F)cc3)C2=O)cc1	-2.3	-4	-2	1.4	0.9	0	5	18	-0.8
O=C(Cn1ncc2c3ccccc3n(Cc3ccccc3)c2c1=O)NC1CCCC1	-3.0	-7	-2	2.2	1.0	-6	14	-2	0.3
Cc1ccc(Oc2ncccc2NC(=O)CC2(CC(=O)O)CCCC2)c2c1CCC2	-3.9	?	9	-3.0	0.5	1	3	-12	-2.1
O=C(Cn1cnc2c(nnn2-c2ccccc2)c1=O)NCC1CCCO1 (stereo not given)	-2.4	-4	-3	0.1	-0.9	-6	4	0	-0.4
Cc1cc(NC(=O)CCN2CCN(C/C=C/c3ccccc3)CC2)ccc1Br	-4.1	-53	-2	0.5	-2.3	-11	-11	17	-12
CC(C)C[C@@H](CN1CCCC1CN1C(=S)NC[C@@H]1Cc1ccc(O)cc1)N1C[C@H](Cc2ccc(O)cc2)N(CCc2ccccc2)C1=S (stereo not given in full)	-1.2	-4	6	-0.1	3.1	-8	25	11	-0.5
COc1cc(NC(=S)NCc2cccnc2)cc(OC)c1	-3.7	-1	1	1.4	0.1	1	5	-1	-0.1
Cc1cc(SCC(=O)OC(C)C(=O)N(C)c2ccccc2)nc2ccccc12 (stereo not given)	-3.1	8	-2	0.1	-0.5	14	-3	28	4.2
CC1CCC(NC(=O)CCN2C(=O)C3CC=CCC3C2=O)CC1 (stereo not given)	-0.3	·	·	1.4	0.2	4	21	1	·
Cc1cc(OCCOCCNC(C)C)cc(C)c1Cl	0.0	-8	2	·	-0.4	-6	5	-10	-0.8
Cc1ccc2c(c1)N(CCC(=O)NCc1cccnc1)C(=O)CO2	-3.1	-3	3	·	-0.8	-4	-1	-5	0.6
COc1ccc(C)cc1-n1nnnc1SCC1CCCO1 (stereo not given)	-4.1	-6	1	·	-0.3	3	6	2	0.3
CN(C)S(=O)(=O)c1ccc(C(=O)Nc2nnc(SCC(=O)N3CCOCC3)s2)cc1	-1.1	-4	-4	3.1	·	-3	1	0	0.5
CCOC(=O)CCc1c(C)nc2cc(C3CCCN(C(=O)OC(C)(C)C)C3)[nH]n2c1=O (stereo not given)	-5.1	16	3	·	-0.9	5	5	4	-0.5
CC1(C(=O)NS(=O)(=O)c2ccc(Cl)cc2)CCN1C(=O)Cc1cccc2ccccc12 (stereo not given)	-1.8	-9	-6	-2.1	·	6	18	1	-1.0
O=C(CCCn1nnc2ccccc2c1=O)N[C@H](C(=O)O)c1ccccc1	-0.5	-11	-4	-1.1	1.0	1	-6	-2	-0.3
COc1ccccc1CN(Cc1cc2cc(C)ccc2[nH]c1=O)Cc1nnnn1CC1CCCO1 (stereo not given)	-1.8	-10	2	·	1.1	10	11	29	0.0
Cc1ccc(S(=O)(=O)N2CCN(C(=O)CCn3cncn3)CC2)cc1C	1.1	-4	0	-0.9	-0.4	-1	2	-2	2.7
NC(=S)N/N=C1\CCOc2ccc(F)cc21	-1.7	8	-6	0.7	0.4	0	-4	0	-0.1
CCOC(=O)C1=NN(N=O)C2(CC(=O)N(c3cc(C)cc(C)c3)C2=O)C1 (stereo not given)	-0.9	-9	-2	·	0.3	-2	0	0	-3.6
COc1ccc(OC(=O)c2ccc(OC)c(S(=O)(=O)N3CCOCC3)c2)cc1	-3.6	10	0	-0.4	0.8	9	5	22	0.1

(more compounds)
SMILES	FadD28 FP inh	BoNT-F LC inh	Anthrax LF inh2	TcdB GH inh	PfHsp40 yeast	PrPC surface inh	CCHF vOTU inh	Yp Topo-I inh	BoNT A protease
O=C(CCN1CCOCC1)N/N=C/c1cc([N+](=O)[O-])ccc1OC(F)F	-1.6	-8	-4	1.2	-1.2	-4	10	4	1.3
C[C@H](CO)N1C[C@H](C)[C@H](CN(C)C(=O)c2ccccc2F)Oc2ncc(Br)cc2C1=O	-3.2	0	-2	0.5&0.6&0.1	·	2	7	0	-0.3
COC(=O)C1=C(NC(=O)c2ccccc2[N+](=O)[O-])CCS1	-3.7	-2	-2	0.9	0.2	-18	3	-15	-0.3
NC(=O)c1nn(-c2ccccc2)nc1NC(=O)CN1CCCC1	-2.2	-2	3	0.6	0.5	3	-16	-2	-0.2
CCCc1cc(C(=O)N2CCCC(C(=O)c3cc(C)c(OC)c(C)c3)C2)n(C)n1 (stereo not given)	-1.1	5	-3	3.5	0.3	-8	-6	27	2.5
CN(C)c1ccc(C(=O)c2ccc(N(C)C)cc2)cc1	0.7	0	0	·	-0.3	7	7	24	1.6
Cc1ccc(-n2nnnc2SCC(=O)Nc2ccc3c(c2)COC3=O)cc1C	-4.0	-3	0	·	0.1	-1	14	9	0.2
O=C(CSc1nc2ccccc2o1)Nc1ccc(N2CCOCC2)c(Cl)c1	0.1	-9	-3	·	3.4	7	-1	2	0.4
COC(=O)C1CCN(C(=O)COC(=O)/C=C/c2ccc(O)c(OC)c2)CC1	-4.3	·	·	0.0	0.6	-4	0	-5	·
COc1ccc2[nH]c3c(c2c1)CCN1C(=O)C(CC(=O)NC/C=C(\C)CCC=C(C)C)C[C@H](C(=O)N(C(C)C)C(C)C)[C@@]31C (stereo not given in full)	-4.5	-7	-3	0.2	2.5	-2	-3	25	-0.2
COc1ccc(-c2ccc(N3C(c4cc(OC)cc(OC)c4)=Cc4ccc(OC)cc4C3CC(C)=O)cc2)cc1 (stereo not given)	·	5	4	-3.4	·	6	1	·	10
Cc1ccc(C)c(NC(=O)c2cc(S(=O)(=O)N3CCCCC3)ccc2N2CCOCC2)c1	5.1	2	2	-1.6	-0.8	9	-3	20	0.2
COC(=O)c1ccc(NC(=O)c2cccc(N3C(=O)CCC3=O)c2)cc1	-1.0	-5	-4	1.3	-0.6	3	-8	0	-2.2
COc1ccc2cc(C(=O)N3CCN(C)CC3)[nH]c2c1	-1.8	-1	-2	1.1	-1.5	-3	-4	2	1.2
CS(=O)(=O)Nc1cccc(-c2cnc3ccccc3n2)c1	-2.3	?	-13	1.9	1.2	-20	2	5	-9.9
Cc1c(O)ccc2c(CN3CCOCC3)cc(=O)oc12	-3.6	0	0	-0.7	0.8	6	-129	3	-1.5
CCOc1ccc(NC(=O)CSc2nnc(COc3c(C)cccc3C)o2)cc1	-3.0	-2	-4	0.6	-0.8	0	17	9	-0.4
COc1cc(C(=O)NCC(=O)N/N=C/c2ccc(-c3ccc([N+](=O)[O-])cc3)o2)cc(OC)c1OC	-1.8	4	3	1.0	0.2	-22	11	-9	6.0
COc1ccc(-n2c(O)c(C=NCCN(C)C)c(=O)[nH]c2=O)cc1	-1.5	?	13	0.5	0.8	-2	-8	-11	-1.3
CCCc1nc2c(C)cc(Br)cn2c1Cc1ccsc1	-4.1	-12	8	-0.1	·	1	-5	·	5.0
CCN(CC)S(=O)(=O)c1ccc(C(=O)N(c2ccccc2)C2C=CS(=O)(=O)C2)cc1 (stereo not given)	-2.4	-1	-3	0.3	0.9	7	18	3	-1.6
CC(C)C[C@H](NC(=O)c1ccc(OC2CCN(C(=O)C3CC3)CC2)cc1)C(N)=O	-2.3	-1	-1	-2.5	0.6	3	-5	3	-0.2
COc1ccc(CN2C(=O)CCC2(C)c2nnnn2Cc2ccccc2)cc1 (stereo not given)	·	5	-3	-0.8	·	7	22	·	0.6
CCCCN1C(=O)C(CC(=O)NCCc2ccccn2)CC(C(=O)N2CCCCCC2)=C1C (stereo not given)	·	0	0	-0.7	·	4	3	·	0.6
O=C(NC1CCCC1)C(c1ccc(Cl)cc1)N1CCN(C2CCCCC2)CC1 (stereo not given)	-0.8	2	-7	0.7	-0.1	-1	19	15	-0.3

5 entries from above, bar-delimited.
structure | FadD28 FP inh | BoNT-F LC inh | Anthrax LF inh2 | TcdB GH inh | PfHsp40 yeast | PrPC surface inh | CCHF vOTU inh | Yp Topo-I inh | BoNT A protease
COc1ccccc1CN(Cc1cc2cc(C)ccc2[nH]c1=O)Cc1nnnn1CC1CCCO1 (stereo not given) | -1.8 | -10 | 2 | · | 1.1 | 10 | 11 | 29 | 0.0
Cc1cc(SCC(=O)OC(C)C(=O)N(C)c2ccccc2)nc2ccccc12 (stereo not given) | -3.1 | 8 | -2 | 0.1 | -0.5 | 14 | -3 | 28 | 4.2
COC(=O)c1ccc(NC(=O)c2cccc(N3C(=O)CCC3=O)c2)cc1 | -1.0 | -5 | -4 | 1.3 | -0.6 | 3 | -8 | 0 | -2.2
CCCCN1C(=O)C(CC(=O)NCCc2ccccn2)CC(C(=O)N2CCCCCC2)=C1C (stereo not given) | · | 0 | 0 | -0.7 | · | 4 | 3 | · | 0.6
NC(=O)c1nn(-c2ccccc2)nc1NC(=O)CN1CCCC1 | -2.2 | -2 | 3 | 0.6 | 0.5 | 3 | -16 | -2 | -0.2

Following part:
SMILES	FadD28 FP inh	BoNT-F LC inh	Anthrax LF inh2	TcdB GH inh	PfHsp40 yeast	PrPC surface inh	CCHF vOTU inh	Yp Topo-I inh	BoNT A protease
COc1ccc(CC(C#N)(CO)c2nc3ccccc3[nH]2)cc1 (stereo not given)	-3.3	11	-1	·	1.3	2	-13	-2	0.2
Cc1ccc(C(=O)NNC(=S)NC(=O)c2ccc(Cl)cc2Cl)cc1	1.9	-3	-2	0.6	?	-3	4	-1	-1.0
CCc1cc(=O)oc2cc(C)cc(OC(C)C(=O)O)c12 (stereo not given)	-1.8	0	-3	·	-0.6	7	-54	-10	?
Cn1nc(-c2ccccc2)cc1NC(=O)c1ccccc1	1.6	-14	-4	0.9	1.8	2	-17	35	-2.5
CC(=O)c1ccc2noc(-c3cccc(C)c3)c2c1	-1.9	-3	-6	-1.3	0.8	1	4	-6	-0.7
Cc1cccc(Nc2nc(-c3ccccn3)cs2)n1	0.0	-18	-1	·	512*	-6	-3	-2	-3.2
Cc1ccc(S(=O)(=O)NC(=O)Nc2c(C)n(C)n(-c3ccccc3)c2=O)cc1	1.0	-9	2	-0.9	6.5	-3	-16	1	-1.7
CCCOc1ccccc1/C=C(\C#N)C(=O)Nc1cccc(C)n1	-1.7	1	-7	0.3	0.2	5	5	-2	-0.8
CCCCN1C(=O)C(CC(=O)NCc2cccc3ccccc23)CC(C(=O)N(CC)CC)=C1C (stereo not given)	-0.8	-6	3	1.4	·	11	0	31	-0.4
CSCC[C@H](NS(=O)(=O)c1ccc(C)cc1)C(=O)N1CCC(C(=O)N[C@@H](Cc2ccc(O)cc2)C(=O)O)CC1	-2.3	-5	11	-0.8	-0.9	-1	4	0	-0.3
CCOC(=O)c1ccc(NC(=O)N2CCN(c3cccc(OC)c3)CC2)cc1	1.4	-1	6	0.0	2.9	10	-9	-13	0.8

Four entries picked at random from the list so far, as already listed:
SMILES	FadD28 FP inh	BoNT-F LC inh	Anthrax LF inh2	TcdB GH inh	PfHsp40 yeast	PrPC surface inh	CCHF vOTU inh	Yp Topo-I inh	BoNT A protease
Cc1cccc(Nc2nc(-c3ccccn3)cs2)n1	0.0	-18	-1	·	512*	-6	-3	-2	-3.2
Cc1ccc(S(=O)(=O)NC(=O)Nc2c(C)n(C)n(-c3ccccc3)c2=O)cc1	1.0	-9	2	-0.9	6.5	-3	-16	1	-1.7
CCCOc1ccccc1/C=C(\C#N)C(=O)Nc1cccc(C)n1	-1.7	1	-7	0.3	0.2	5	5	-2	-0.8
CCc1cc(=O)oc2cc(C)cc(OC(C)C(=O)O)c12 (stereo not given)	-1.8	0	-3	·	-0.6	7	-54	-10	?
